# Menin-MLL TR inh – menin-MLL binding inhibition, Texas Red mutant peptide; O00255; Menin + Texas Red MLL mutant peptide, fluorescence polarization; Potency, µM (series often up to 61.6 µM), for inactives: top-dose FP activity change, negative = inhibition, actives largely listed as inhibitors; 0.23% of 270,000 active; active means well fitted inhibition curve with a large enough effect in the polarisation, with a control signal flat, not every such curve was filed as active; inconclusive means small, poorly fitted or top-dose-only effect, or effect the other way, or a change in a side signal; inactive means no such curve, though single readings can be large or run the other way; the % refers to the polarisation; further: potency means the concentration at half of the fitted maximal effect; % of control where 0% means no effect; many of its hits are not listed in these tables
# Gal4-VP16 FLuc – Gal4-VP16 reporter inhibition counter-screen. AID 2546. Potency, µM (highest dose often 53.6 µM), without a hit: at the highest dose activity, negative = inhibition, actives largely listed as inhibitors. Drosophila S2 Gal4-VP16 UAS-luciferase, luminescence, 20 h. 3.5% of 310,000 active;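 further: Gal4-VP16 expression switched on by copper sulfate through the metallothionein promoter; potency means the concentration at half of the fitted maximal effect; on the % scale 0 is the no-effect control and ±100 the full control effect; nearly all actives have a fitted effect of over 50% in size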
# ELG1 genotox – genotoxicity induction in ELG1-luciferase HEK293T cells. 1.3% of 330,000 active. HEK293T ELG1-luciferase reporter, luminescence, 16 h. Potency, µM (series often up to 46 µM), inactives show top-dose activity change, positive = activation, hits mostly activators; further: potency means the concentration at half of the fitted maximal effect; % of control where 0% means no effect; nearly all actives have a fitted effect of over 60% in size
#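 DMSO vehicle served as control against compound-treated ELG1-luciferase HEK293T cells; exposure lasted 16 hr at 37 °C and 5% CO2, followed by ONE-Glo luminescence detection after 30 min.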
# RORgamma inh – inhibitors of mouse ROR gamma transcriptional activity; P51450; Drosophila S2 Gal4-RORgamma UAS-luciferase reporter, 20 h; Potency, µM (series often up to 53.6 µM), inactives show at the highest dose activity change, negative = inhibition, usual class: inhibitors; 5.4% of 310,000 active; AID 2551; further: potency means the concentration at half of the fitted maximal effect; on the % scale 0 is the no-effect control and ±100 the full control effect; nearly all actives have a fitted effect of over 60% in size
#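 Schneider cells (Drosophila), stable Gal4 DBD–ROR gamma + UAS-luc; 1 hr cmpd preincubation; Cu2+ induction 700 uM final; 20 hr ambient; luminescence.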
# FLuc modulator – firefly luciferase modulation, counter-screen for miR-21 project | P08659 | purified FLuc, Km substrates, luminescence inhibition | Potency, µM (doses to about 57.5 µM), for inactives: at the top dose activity change, negative = inhibition, hits mostly inhibitors | 6.9% of 360,000 active;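 further: potency means the concentration at half of the fitted maximal effect; plate controls were vehicle for no effect and reference inhibitor for full effect; nearly all actives have a fitted effect of over 55% in size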
# Target sequence (P08659 whole entry, looked up): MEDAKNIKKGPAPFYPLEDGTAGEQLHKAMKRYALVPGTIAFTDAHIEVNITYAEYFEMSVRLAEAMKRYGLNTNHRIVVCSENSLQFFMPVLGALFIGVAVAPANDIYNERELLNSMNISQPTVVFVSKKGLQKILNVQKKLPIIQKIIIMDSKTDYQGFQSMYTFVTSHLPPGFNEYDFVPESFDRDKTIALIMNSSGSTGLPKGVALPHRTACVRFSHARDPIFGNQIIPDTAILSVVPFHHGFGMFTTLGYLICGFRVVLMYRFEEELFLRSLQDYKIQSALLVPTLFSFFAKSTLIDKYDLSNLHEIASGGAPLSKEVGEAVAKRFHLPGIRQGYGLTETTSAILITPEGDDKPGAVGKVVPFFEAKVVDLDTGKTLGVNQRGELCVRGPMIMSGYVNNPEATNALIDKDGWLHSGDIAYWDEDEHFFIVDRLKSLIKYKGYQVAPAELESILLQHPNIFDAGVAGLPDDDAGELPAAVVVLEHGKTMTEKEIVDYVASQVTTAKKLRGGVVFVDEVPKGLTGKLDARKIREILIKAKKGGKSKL
#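 Purified P. pyralis luciferase (10nM final) with 10uM D-luciferin and 10uM ATP (Km levels) in 50mM Tris acetate pH 7.5, 10mM Mg acetate, 0.01% Tween-20, 0.05% BSA; qHTS 6-point titration, ~60 µM downward; luminescence read.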
# PKM2 activator – PKM2 (human) enzyme activation; P14618; purified PKM2, Kinase-Glo ATP luminescence, activation; response scale: 0% is enzyme alone, no compound; Potency, µM (series often up to 57.5 µM), without a hit: top-dose activation, usual class: activators; 0.34% of 260,000 active; AID 1631; further: potency means the concentration at half of the fitted maximal effect; on the % scale 0 is the no-effect control and ±100 the full control effect; nearly all actives have a fitted effect of over 55% in size
# Target sequence (P14618 whole entry, looked up): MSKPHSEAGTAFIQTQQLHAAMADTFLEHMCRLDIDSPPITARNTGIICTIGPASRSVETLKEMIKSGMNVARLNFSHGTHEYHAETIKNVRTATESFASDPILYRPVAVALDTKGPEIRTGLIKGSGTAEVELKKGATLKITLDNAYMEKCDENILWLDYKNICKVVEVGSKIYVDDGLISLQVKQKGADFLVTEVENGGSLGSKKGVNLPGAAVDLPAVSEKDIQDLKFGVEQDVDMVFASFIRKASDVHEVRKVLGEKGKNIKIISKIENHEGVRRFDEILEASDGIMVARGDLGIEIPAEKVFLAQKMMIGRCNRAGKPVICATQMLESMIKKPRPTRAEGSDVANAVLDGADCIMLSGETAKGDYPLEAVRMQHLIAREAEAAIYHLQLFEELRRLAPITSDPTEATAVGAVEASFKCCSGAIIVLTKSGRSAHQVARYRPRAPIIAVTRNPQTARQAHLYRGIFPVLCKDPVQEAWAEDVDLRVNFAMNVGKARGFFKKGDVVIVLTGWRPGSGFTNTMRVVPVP
#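 Kinase-Glo luminescence reports ATP generated from ADP (0.1 mM) and PEP (0.5 mM) by purified hPK-M2 after 1 h at room temperature, pH 7.2 imidazole buffer; intermediate enzyme activity allows detecting inhibitors and activators.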
# NPC1 promoter act – NPC1 promoter activation. Huh7 NPC1 promoter luciferase reporter, 24 h. Potency, µM (titrated, usually from 9.22 µM), without a hit: at the highest dose activation, usual class: activators. 2.4% of 320,000 active;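 further: potency means the concentration at half of the fitted maximal effect; % of control where 0% means no effect; nearly all actives have a fitted effect of over 60% in size; reporter is driven by a mutant NPC1 promoter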
#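 Stable NPC1-promoter luciferase Huh7 line; cpd (DMSO) 24 h, 37 °C, 5% CO2; Amplite luciferase reagent 10 min RT; luminescence readout. qHTS format.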
# Giardia kill – Giardia lamblia killing; 0.15% of 340,000 active; Giardia lamblia trophozoite viability; activity change, % at 7.66 µM, hits read low; in the data active means activity change below about -80%; inconclusive means between about -30% and that limit;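 further: parasites exposed to compound for two days anaerobically before the ATP read; on the % scale 0 is the no-effect control and ±100 the full control effect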
#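 Luminescent ATP signal served as the viability read-out, measured 15-30 min after adding ATP detection reagent to trophozoites that had been incubated with compounds for 48 hrs at 37 deg C anaerobically at 100 cells/well.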
# BRCA1 expr act – activators of BRCA1 expression; AID 624202; Potency, µM (titrated, usually from 46.1 µM), for inactives: at the top dose activation, actives largely listed as activators; MCF7-BRCA1-FFLuc reporter, luminescence, 48 h; response scale: scaled: vehicle 0%, 10 µM genistein 100%; 1.1% of 380,000 active; further: potency means the concentration at half of the fitted maximal effect; nearly all actives have a fitted effect of over 80% in size; some results filed as inactive show a strong effect at the top dose
#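 Using MCF7 cells harboring a BRCA1 firefly luciferase reporter, plated 2 h before compound pinning, the screen measured luminescence after 48 h incubation. Responses were normalized to DMSO and 10 microM genistein, then fitted for concentration-effect.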
# p53 reactivator – restores transcriptional activity of mutant p53. H1299 p53-A138V BP100-luciferase reporter, luminescence, 24 h. 0.063% of 320,000 active. AID 504706. Potency, µM (top dose mostly 92.2 µM), without a hit: top-dose activity change, positive = activation, usual class: activators; further: potency means the concentration at half of the fitted maximal effect; % of control where 0% means no effect; nearly all actives have a fitted effect of over 45% in size
#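 H1299 (p53-null), stable ts p53-A138V + BP100-Luc; 1000 cells/well, Opti-MEM/10% FBS; cpd 4 pt, 1:5; 24 h, 37 deg C, 5% CO2; detection reagent 10 min RT; luminescence.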
# Rab9 promoter act – activates the Rab9 promoter. 2.8% of 320,000 active. Huh7 Rab9 promoter-luciferase reporter, luminescence, 24 h. Potency, µM (highest dose often 9.22 µM), inactives show at the highest dose activation, negative = inhibition, most hits filed as activators; further: potency means the concentration at half of the fitted maximal effect; % of control where 0% means no effect; nearly all actives have a fitted effect of over 60% in size
#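 Cell-based reporter: Huh7 stable for Rab9 promoter-driven luciferase, plated in reduced-serum medium with 10% FBS at 1500 cells/well, compound-treated 24 h at 37 °C, luminescence read after 10 min reagent.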
# * hit, by the source's call; ? = inconclusive; · = not tested or not shown; & = joins results of further samples; [ ] = dose if it differs, or a comment. Unless noted, the call rests on the fitted dose curve; in most records, active means well fitted curve in the direction sought with a large enough effect; inconclusive means small, poorly fitted or top-dose-only effect, or another doubt; inactive means no such curve, though single readings can be large; an effect the other way counts as inactive or inconclusive. Not all compounds are listed; count on the stated rates, not on these rows.
SMILES,Menin-MLL TR inh,Gal4-VP16 FLuc,ELG1 genotox,RORgamma inh,FLuc modulator,PKM2 activator,NPC1 promoter act,Giardia kill,BRCA1 expr act,p53 reactivator,Rab9 promoter act
Cc1ccc(C)c(S(=O)(=O)C(C#N)c2nc3ccccc3nc2N2CCCC2)c1 (configuration not stated),-11%,6%,1%,-22%,-13%,4%,1%,-4,0%,6%,7%
Cc1ccccc1Cn1cc(NC(=O)c2cc(-c3ccco3)on2)cn1,6%,-4%[10 µM],10%,-2%,-5%,1%,8%,17,2%,-1%,10%
CCC(=O)NNC(=O)CCC(=O)Nc1ccccc1,-15%,-3%,2%,1%,-3%,-4%,-2%,·,·,3%,-1%
O=C(Nc1cccc(O)c1)c1cccc(C(=O)Nc2cccc(O)c2)c1,44%[activator],-3%,-2%,0%,?,0%,8%,0,-22%,-19%,2%
CCN(CC)CC(=O)N1c2ccccc2CCc2ccc(NC(=O)c3cc(OC)c(OC)c(OC)c3)cc21,·,3%,?,0%,-1%,-3%,-1%,24,-47%,-9%,-1%
Fc1ccccc1OCCCCn1cncn1,3%,-11%,1%,-22%,3%,-2%,-3%,-19,-12%,3%,0%
CN(C(=O)C(Cl)Cl)C1CC2C=CC1C2 (configuration not stated),·,6%,-3%,18%,1%,2%,-3%,-18,-11%,2%,-2%
COCCn1c(SCC(=O)NC2CCCC2)nc2c(c1=O)SCC2,·,4%,5%,0%,6%,0%,-11%,-1,0%,9%,20%
O=C(CSc1nnc(-c2cccc(Cl)c2)o1)Nc1ccc2c(c1)OCCO2,?,-8%,21µM*,-8%,-5%,-19%,3.5µM*,2,7.9µM*,?,2.8µM*
CCN1CCN(C(=O)c2ccccc2N(Cc2ccccc2)S(=O)(=O)c2ccc(OC)cc2)CC1,·,-2%,-7%,16%,-1%,-1%,-1%,2,-17%,-2%,-5%
COc1ccc(-c2csc(N(CCCN(C)C)C(=O)c3cccs3)n2)cc1,-1%,0%,1%,-20%,7%,5%,-5%,-7,-5%,-3%,-6%
CCn1ncc(CN2CCN(Cc3ccc(OC)c(C)c3C)C(CCO)C2)c1C (configuration not stated),8%,-10%,-1%,12%,-1%,8%,1%,1,0%,-2%,-9%
O=C(CN1C(=O)C2C3C=CC(C3)C2C1=O)NCCC1=CCCCC1 (configuration not stated),2%,-7%,?,-38%,-2%,-18%,17%,36[activator],8%,3%,8%
CCOC(=O)C1=C(c2ccccc2)OC(N)=C(C#N)C1c1ccc(Cl)s1 (configuration not stated),·,?,19%,?,3%,8%,-4%,2,14%,-4%,3%
NC(=O)COC(=O)c1ccc(-c2ccccc2)cc1,-3%,2%,4%,4%,?,0%,-2%,2,-6%,24%,-2%
O=C(NCc1ccc(Cl)c(Cl)c1)c1ccco1,36%[activator],17%,6%,5%,7%,4%,-1%,5,2%,-15%,0%
N#CCSc1nnc(COc2cccc3ccccc23)n1-c1cccc(Cl)c1,2%,?,-4%,10%[10 µM],0%,8%,1%,-6,-46%,-7%,0%
C/C(N)=C(/C#N)C(=O)CSc1n[nH]c(-c2ccccc2Br)n1,5%,?,7%,17%,?,-18%,22%,4&5,?,?,11%
CN(CCc1ccccc1)C1CCCN(C(=O)Cn2cccn2)C1 (configuration not stated),·,1%,5%,-21%,-2%,·,-1%,-9,0%,9%,-3%
CCOCc1nc(C)c(Cl)c(NS(=O)(=O)c2ccc(N)cc2)n1,-12%,2%,-1%,?,-2%,-5%,-1%,0,-6%,7%,-5%
C=CCn1c(SCC(=O)Nc2c(C)cccc2C)nnc1-c1ccncc1,6%,3%,0%,11%,-1%,1%,-1%,-15,15%,1%,-5%
CS(=O)(=O)c1cccc(NC(=O)c2ccc(Cl)c(Cl)c2)c1,31%[activator],?,1%,-13%,19µM*,1%,2%,14,82%,-3%,23%
CCOC(=O)C(/C=C(\C#N)C(=O)OCC)=C(/N)N1CCN(c2c(C)cccc2C)CC1,-3%,-11%,0%,-14%,1%,2%,-4%,-4,-6%,-4%,-6%
COc1ccc(CNC(=O)C2CCCN(S(=O)(=O)c3cccc4nsnc34)C2)cc1 (configuration not stated),1%,17%,-5%,32%,3%&5%,-4%,-4%,-18,3%&7%,-8%,0%
COc1ccc2oc(C(=O)OCC(=O)NC(C)c3ccccc3)c(C)c2c1 (configuration not stated),·,1%,1%,5%,-9%,·,6%,1,-3%,11%,0%
SMILES,Menin-MLL TR inh,Gal4-VP16 FLuc,ELG1 genotox,RORgamma inh,FLuc modulator,PKM2 activator,NPC1 promoter act,Giardia kill,BRCA1 expr act,p53 reactivator,Rab9 promoter act
Nc1cc(-c2ccc(Br)cc2)nn1S(=O)(=O)c1ccccc1,?,-14%,1%,22%,1%,4%,-3%,13,-22%,-1%,-6%
Cc1ccc(-c2[nH]ncc2C(=O)c2ccccc2C)c(O)c1,5%,8%,13%,1%,-3%,·,-10%,8,-18%,10%,13%
CN(C)c1ccc(C(C(=O)NC2CCCC2)N(C(=O)c2ccco2)C2CC2)cc1 (configuration not stated),-12%,3%,2%,8%,0%,0%,0%,7,-26%,-3%,-3%
Cc1nn(C(=O)c2cc3sccc3[nH]2)c(C)c1C,-5%,0%,16%,?,3µM*,-1%,?,22,8%,?,?
Cc1c(C(=O)OCC(C)C)[nH]c2c1C(=O)CC(c1ccco1)C2 (configuration not stated),16%,1%,12%,?,-8%,?,-8%,8,-7%,?,-21%
COc1ccccc1CNC(=O)c1ccccc1SCC(=O)NCc1ccco1,·,·,-2%,·,?,·,-1%,2,-4%,-3%,-7%
C/C(N)=C(/C#N)C(=O)CSc1nc2ccccc2c(=O)n1Cc1ccc(C)cc1,40%[activator],4µM*,4%,2.5µM*,-11%,10%,-2%,-7,-38%,-3%,0%
CC(C)c1ccc(/C=N/n2nnnc2Nc2ccccc2)cc1,12%,-11%,5%,-22%,0%,-1%,9%,6,21%,-2%,0%
COc1ccc2c(c1)[nH]c1c(=O)n(Cc3ccco3)cnc12,13%,0%[0.365 µM],18µM*,12%,-14%,-3%,?,-18,36%,18%,?
Cc1n[nH]c(C)c1S(=O)(=O)N1CCN(S(=O)(=O)c2cccc(F)c2)CC1,·,·,1%,·,1%,·,0%,-16,0%,-5%,1%
Cc1c(C2N3CC4(C)CN2CC(C)(C3)C4=O)c2ccccc2n1C (configuration not stated),9%,7%,-2%,-13%,9%,-2%,0%,0,-5%[1.84 µM],2%,-4%
CCOc1ccc(NC(=O)CCn2nc(C)c(S(=O)(=O)N3CCCCC3)c2C)cc1,6%,3%,-2%,7%,1%&-1%,-3%,-3%,11,2%,-4%,-5%
CCC(C)(C)NC(=O)CN(Cc1ccc(OC)cc1)C(=O)CCC(=O)Nc1nccs1,·,0%,-6%,18%,0%,·,1%,-12,-2%,0%,0%
O=C(CSCc1ccc(Cl)cc1)Nc1ccc2c(c1)OCO2,15%,8%,0%,16%,?,4%,1%,-18,0%,3%,-5%
CN(C)N1C(N)=C(C#N)C(c2cccc([N+](=O)[O-])c2)C2=C1CC(C)(C)CC2=O (configuration not stated),2%,-5%,1%,-23%,0%,·,-1%,5,2%,1%,-2%
Cc1cc2[nH]c(=O)c3ccccc3n2n1,5%,-1%,1%,-19%,0%,-1%,-1%,-14,2%,3%,-3%
CN(CC(=O)Nc1ccccc1Cl)C(=O)COC(=O)Cc1ccc(F)cc1,·,2%,2%,0%,3%,0%,3%,-9,-5%,-1%,3%
Cc1cccc(C)c1OCC(=O)N/N=C/c1ccncc1,0%,-21%,-1%,-40%,1%,-3%,-1%,9,-38%,-4%,-3%
CN(C)c1ccc(/C=C2\C(=O)Nc3ccccc32)cc1,?,?,·,-27%,·,·,1.5µM*,·,?,·,3.7µM*
O=C(N1CCC(n2nc(-c3ccccc3)oc2=O)CC1)C1(c2ccccc2)CC1,-7%,-12%,-6%,4%,2%,6%,-1%,2,-9%,3%,-1%
CCNc1nc(NCC)nc(N(C)N)n1,·,?,-1%,7.1µM*,6%,1%,2%,-2,-23%,1%,0%
COc1ccc(SCCCn2c(=O)c3c(ncn3C)n(C)c2=O)cc1,0%,0%,-16%,32%,-1%,2%,0%,1,-13%,-3%,-3%
Cc1ccc(C(=O)Nc2ccc(C(F)(F)F)n(C)c2=O)cc1,2%,-5%,?,2%,4.3µM*,-2%,18%,-7,15%,11%,3.2µM*
Cn1c(-c2ccc(F)cc2)cnc1SCC(=O)N1CCCc2ccccc21,-10%,1%,0%,-22%,?,4%,-1%,13,-12%,-2%,-6%
CCOc1ccc(OCC)c(NC(=O)Cn2cccc2)c1,-2%,13%,-1%,13%,3%,-8%,1%,-11,-11%,4%,10%

# High-throughput results from PubChem BioAssay.
